CHO parental Ca: ATP-evoked calcium signal inhibitors, parental CHO, primary screen, counter-screen for OX1R antagonist project, cell-based, fluorescence, Fluo-8 calcium dye; hit rate 0.63% among 330,000; parental CHO-K1, ATP-induced calcium, Fluo-8 fluorescence; inhibition, % at 5.6 µM;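 active means inhibition above that plate's mean sample inhibition plus 3 SD, cut at about 26% in these data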;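 further: 0% = ATP-challenged DMSO wells and 100% = DMSO wells without ATP; some compounds past the cut are filed as inactive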
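Measured by: calcium-sensitive Fluo-8 fluorescence / Test system: CHO parental line / Controls: ATP-challenged DMSO wells low, unchallenged DMSO wells high / Measure: % inhibition / Compound: single nominal dose of 5.6 µM per compound / Replicates: single well per compound, no replicates / Reagent: ATP as calcium-mobilizing challenge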
GPR7 antag: GPR7 receptor antagonists, primary screen, cell-based, fluorescence, single concentration | AID 1861, 2009 | inhibition, % at 4.4 µM | GPR7-expressing cells, fluorescence antagonist assay | hit rate 1.1% among 290,000 | Neuropeptides B/W receptor type 1 (Homo sapiens), P48145; in the data active means inhibition above about 16%, passing the limit was not always enough;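 further: cells stimulated with the agonist NPW; 0% = agonist with vehicle and 100% = vehicle without agonist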
Target sequence (P48145 whole entry, looked up): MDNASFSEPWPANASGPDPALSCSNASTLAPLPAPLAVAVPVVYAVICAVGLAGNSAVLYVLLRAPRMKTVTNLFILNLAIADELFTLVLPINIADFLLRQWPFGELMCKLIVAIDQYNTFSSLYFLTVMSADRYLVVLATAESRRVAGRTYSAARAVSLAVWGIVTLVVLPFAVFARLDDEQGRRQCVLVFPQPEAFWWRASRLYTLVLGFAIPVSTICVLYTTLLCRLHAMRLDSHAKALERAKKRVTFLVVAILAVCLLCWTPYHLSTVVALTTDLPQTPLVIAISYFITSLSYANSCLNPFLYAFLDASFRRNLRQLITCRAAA
M1 ag parental: counter-screen for M1 agonists: effect in parental CHO-K1 cells | Fluo-8 calcium fluorescence; scaled to maximal ATP response, vehicle zero | activation, % at 3 µM | hit rate 0.48% among 360,000 | AID 602248, 2012; in the data active means activation above about 15%;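 further: untransfected CHO-K1 host cells lacking M1 receptor as counterscreen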
OXTR agonist: human OXTR agonists, primary screen, fluorescence, CHO-OTR cells, Fluo-8 calcium | Oxytocin receptor (Homo sapiens), P30559 | Fluo-8 calcium fluorescence; normalized: DMSO 0%, oxytocin 100% | activation, % at 3 µM | hit rate 0.32% among 320,000;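 active means activation above the mean of all tested compounds plus 3 SD, cutoff set per screening run, cut at about 20% in these data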;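 further: peak over basal fluorescence ratio from a 100 s FLIPR kinetic read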
CHO-K1 Ca antag: M1 antagonist counterscreen hit in parental CHO-K1 cells; inhibition, % at 3 µM; ATP-induced calcium, Fluo-8 fluorescence; hit rate 0.6% among 360,000;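 active means inhibition above a per-plate cutoff, the plate's mean sample inhibition plus 3 SD, cut at about 24% in these data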;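 further: 0% = DMSO plus EC80 ATP and 100% = DMSO alone without ATP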
OXTR potentiator: human OXTR potentiators, primary screen, fluorescence, CHO-OTR cells, Fluo-8 calcium; Oxytocin receptor (Homo sapiens), P30559; Fluo-8 calcium fluorescence, potentiator mode; 0% = oxytocin EC15, 100% = EC100; activation, % at 3 µM; hit rate 0.061% among 320,000; AID 2445, 2010;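 active means activation above that plate's cutoff, the mean activation of tested compounds plus 3 SD, cut at about 6.6% in these data, passing the limit was not always enough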;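 further: 100% uses oxytocin at 75 nM as the full agonist control; some results filed as inactive read as strong as hits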
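test system = CHO-OTR cells, human receptor | compound = single-point 3.0 µM | schedule = 6 min compound pre-incubation at room temperature, 100 s kinetic read | signal = Fluo-8 no-wash calcium dye fluorescence, excitation 470-495 nm, emission 515-575 nm | repeats = single well per compound, singlicate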
V1aR counter: agonists of human V1a receptor, primary screen, counter-screen for OXTR agonist project, fluorescence, CHO-V1R cells; Vasopressin V1a receptor (Homo sapiens), P37288; activation, % at 3 µM; hit rate 0.25% among 320,000; Fluo-8 calcium fluorescence, agonist mode; 0% DMSO, 100% 3 nM vasopressin;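 active means activation above the mean activation of all tested compounds plus 3 SD, per screening run, cut at about 20% in these data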;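 further: signal is peak over basal fluorescence ratio across a 100 second FLIPR read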
Target sequence (P37288 whole entry, looked up): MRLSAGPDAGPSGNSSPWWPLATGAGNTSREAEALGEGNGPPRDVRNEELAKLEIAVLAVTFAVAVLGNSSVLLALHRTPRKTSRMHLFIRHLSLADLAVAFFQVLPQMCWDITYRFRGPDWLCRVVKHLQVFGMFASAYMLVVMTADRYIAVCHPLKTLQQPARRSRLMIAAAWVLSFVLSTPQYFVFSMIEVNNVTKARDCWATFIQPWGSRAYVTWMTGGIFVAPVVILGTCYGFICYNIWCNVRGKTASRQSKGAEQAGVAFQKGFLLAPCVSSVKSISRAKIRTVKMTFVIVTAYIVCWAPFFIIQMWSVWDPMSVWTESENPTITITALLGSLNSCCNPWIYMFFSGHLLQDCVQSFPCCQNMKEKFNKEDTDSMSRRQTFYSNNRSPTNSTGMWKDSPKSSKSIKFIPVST
TAAR1 antag: human TAAR1 antagonists, primary screen, Fluo-8 calcium fluorescence, CHO RD-HGA16 cells | AID 624466, 2012 | inhibition, % at 3 µM | hit rate 1.5% among 360,000 | antagonist | Trace amine-associated receptor 1 (Homo sapiens), Q96RJ0;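 active means inhibition above a per-plate cutoff, the mean inhibition of test compounds on that plate plus 3 SD, cut at about 49% in these data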;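 further: 0% = DMSO plus EC80 beta-PEA response and 100% = DMSO alone without agonist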
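test system = CHO RD-HGA16 cells bearing hTAAR1 | replication = singlicate | controls = DMSO-only wells and EC80 β-PEA-stimulated wells | reagent = EC80 β-phenethylamine stimulus | read-out basis = percent inhibition of PEA-evoked calcium signal, max/basal emission ratio | schedule = seeding 17-24 h prior, 75-min 37 °C, 30-min RT dye loading | signal = kinetic Fluo-8 calcium fluorescence measurement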
CHO-K1 Ca PAM: nonselective calcium activators in parental CHO-K1 cells, primary screen, counter-screen for M1 PAM project, cell-based, Fluo-8 calcium fluorescence, full deck, 1536-well. ATP EC20; 0% at ATP EC20, 100% at ATP max. activation, % at 3 µM. hit rate 0.02% among 360,000. AID 602247, 2012;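 active means activation above the run cutoff, the mean activation of all test compounds plus 3 SD, cut at about 40% in these data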;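 further: peak over basal fluorescence ratio in a 140 s read after ATP addition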
Numbers without * were called inactive; . = no result given.

Preview:
molecule,CHO parental Ca,GPR7 antag,M1 ag parental,OXTR agonist,CHO-K1 Ca antag,OXTR potentiator,V1aR counter,TAAR1 antag,CHO-K1 Ca PAM
O=C(O)C(Cc1ccccc1)N1C(=O)/C(=C/c2cccc3ccccc23)SC1=S (stereo unspecified),-9,-9,.,-0.6,.,-6,-0.6,.,.
CCCCOC(=O)CSc1nc(N)c(C#N)c(-c2ccc(OC)cc2)c1C#N,-14,-10,-0.4,1.1,-20,-21,0.2,34,12
Cc1ccc(-c2csc(N3C(=N)SCC3=O)n2)cc1,4,-17,.,-2.2,.,-9,-0.8,8,.

The whole of this part, previewed entries included:
molecule,CHO parental Ca,GPR7 antag,M1 ag parental,OXTR agonist,CHO-K1 Ca antag,OXTR potentiator,V1aR counter,TAAR1 antag,CHO-K1 Ca PAM
O=C(O)C(Cc1ccccc1)N1C(=O)/C(=C/c2cccc3ccccc23)SC1=S (stereo unspecified),-9,-9,.,-0.6,.,-6,-0.6,.,.
CCCCOC(=O)CSc1nc(N)c(C#N)c(-c2ccc(OC)cc2)c1C#N,-14,-10,-0.4,1.1,-20,-21,0.2,34,12
Cc1ccc(-c2csc(N3C(=N)SCC3=O)n2)cc1,4,-17,.,-2.2,.,-9,-0.8,8,.
CC(=O)Nc1ccc(NC(=O)CSCc2ccccc2Cl)cc1,-1,.,0.2,1.9,-1,-12,0.8,-10,-17
CCOC(=O)c1cc(-c2ccccc2)nn1CC1CC(c2cccnc2)=NO1 (stereo unspecified),0,.,-0.3,0.3,-8,-6,0.3,18,0
CC1CCN(C(=O)C2CCN(S(=O)(=O)c3cc(Cl)ccc3Cl)CC2)CC1,-6,-12,5.1,-1.5,-9,2,-0.5,-14,20
COc1ccc(C(=O)N(C)CCCC2CCCC2)cc1OC1CCN(C(C)=O)CC1,-14,-4,2.7,-0.2,-6,3,3.3,-29,9
Cc1ccc(CCN2CC(C(=O)NCCCN3CCN(C)CC3)CC2=O)cc1 (stereo unspecified),0,-4,0.1,1.0,-1,3,0.5,-3,24
CC(=O)CC(=O)NC(=NC1CCCCC1)Nc1nc(C)cc(C)n1,2,21*,-0.3,-0.2,12,-14,0.0,-23,-6
CCN(CC)S(=O)(=O)c1ccc2oc(C(=O)NCCN3CCOCC3)c(C)c2c1,6,5,2.8,0.9,0,-8,0.6,-7,16
Cc1csc(CNC(=O)CC2C(=O)NCCN2Cc2ccc(F)cc2Cl)n1 (stereo unspecified),-12,-12,2.5,-0.2,-5,-5,1.6,-11,16
COc1ccc(C(=O)NC=C2C(=O)OC(C)(C)OC2=O)cc1,-11,-3,0.9,0.9,-2,0,0.9,-2,20
N#Cc1c(N)nc(N)nc1Nc1ccc(Br)cc1,-19,-12,-1.0,-2.5,-11,-1,-0.7,-15,-23
CCOC(=O)N1CCN(S(=O)(=O)c2ccc(OC)c(Br)c2)CC1,-10,-10,1.6,-1.2,-7,-5,0.8,-20,8
Cc1cccc2c(N=O)c(O)[nH]c12,-11,-7,0.4,5.6,-6,-3,-0.1,-19,2
O=C(CNC(=O)c1cccs1)NCC(=O)OCc1cccc(Cl)c1,-29,0,-0.1,0.6,2,-6,0.3,1,23
O=C(CSc1ncc(-c2ccc(F)cc2)[nH]1)N1CCCCC1,-8,0,0.3,-0.2,-10,-8,-0.5,-42,16
CCOC(=O)c1ccc(S(=O)(=O)Nc2ccccc2-c2nnn(CC)n2)cc1,.,0,14,.,-3,.,.,53*,-13
O=C(Nc1ccc2c(c1)OCO2)C1CCCN1C(=O)OCc1ccccc1 (stereo unspecified),-27,8,0.3,-0.6,4,-12,-0.6,-8,-5
Cc1ccc(S(=O)(=O)N2CCOCC2)cc1NC(=O)COC(=O)C1COc2ccccc2O1 (stereo unspecified),-18,-8,2.0,1.5,-4,-9,2.2,-4,9
CCOP(=O)(/C(C#N)=C(/O)c1ccccc1)c1ccccc1 (stereo unspecified),-10,-1,4.7,0.0,-9,-5,0.2,0,13
CC1(C)CC(=O)C(C=NCC2CCCO2)=C(O)C1 (stereo unspecified),-1,-9,0.9,0.7,-2,-6,0.0,4,9
CNC[C@H]1Oc2c(NS(=O)(=O)c3cccs3)cccc2C(=O)N([C@H](C)CO)C[C@@H]1C,2,.,1.1,1.7,-10,-1,1.2,-2,4
CN(CCc1cnn(C)c1)C(=O)C1CCC(=O)N(CC2CCCCC2)C1 (stereo unspecified),-4,-5,2.4,-0.1,2,-2,-0.2,-23,-4
C=CCNC(=S)Nc1ccc(OC(F)F)c(Cl)c1,2,-3,11,9.4,2,-20,7.9,18,-11
COc1ccc(CC(=O)O/N=C(\N)c2ccc(OC)cc2)cc1,-8,-1,0.9,-2.2,2,-5,1.5,-21,7
CCOC(=O)C1(C)NC(c2cccs2)C2C(=O)N(c3ccc(OC)cc3)C(=O)C21 (stereo unspecified),-23,-12,0.1,-1.2,6,-7,-1.5,-5,11
O=C(NC1CCCCC1)c1cc(-c2cccc(Cl)c2)on1,3,15,1.2,-0.3,-12,-6,2.1,-9,8
CCOC(=O)c1c(C)[nH]c(C(=O)N/N=C/c2cccc(OC)c2)c1C,-9,6,5.7,1.4,-1,-2,3.8,55*,4
CC(C)(C)c1ccc(C(=O)Oc2ccccc2CCC(=O)O)cc1,-3,-15,0.8,9.9,-9,-9,7.2,9,-9
CCN(CC)c1ccc(NC(=O)c2cccnc2)c(C)c1,5,12,-0.1,0.8,8,-7,-0.1,6,-4
C/C(=N\NC(=O)c1cccc(S(=O)(=O)N2CCOCC2)c1)c1ccco1,-7,9,0.1,-0.5,6,-16,0.1,-17,-8
Cn1c(CCNC(=O)c2ccco2)nc2cc(NC(=O)C3CCCCC3)ccc21,0,-7,0.8,0.9,6,-2,1.0,-6,-6
O=C(O)c1cccnc1SCc1ccc([N+](=O)[O-])cc1,-4,-6,0.8,0.5,-9,8,-1.2,-22,6
CCOc1ccc(CCN2C(=S)N([C@@H](Cc3ccc(O)cc3)CN3CCCC3CN3C(=S)NC[C@@H]3Cc3ccc(O)cc3)C[C@@H]2CC(C)C)cc1 (stereo partly specified),.,.,0.5,.,-5,.,.,5,2
CC1(C)CC(=O)C=C(Nc2ccccc2N)C1,-2,-22,0.7,-0.9,-7,3,-0.1,-17,2
CNC(=O)Cc1csc2ccc(Cl)cc12,-23,6,-0.1,-0.8,-7,-17,-1.1,-4,3
O=C(CN1CCN(CC(=O)Nc2ccccc2Cc2ccccc2)CC1)Nc1ccccc1Cl,2,1,5.4,0.3,-3,-6,0.1,-19,17
COc1ccccc1Cn1c(=O)[nH]c2cccnc21,-8,9,-0.3,-0.1,6,-5,0.1,1,19
COc1ccc(Br)cc1S(=O)(=O)n1c([N+](=O)[O-])cnc1C,5,-2,0.2,0.1,-4,-14,0.8,-5,12
O=C(CNC(=O)c1cc(=O)[nH]c2ccccc12)Nc1ccc(F)c(F)c1,-6,-7,0.3,-1.5,-4,-10,1.3,12,1
CN1CCN(C(=O)CCNC(=O)Cn2ccc3ccccc3c2=O)CC1,24,-1,-0.2,0.4,7,-14,0.3,-3,-8
CCOC(=O)C1CCN(C(=O)c2ccc(Oc3cc(Cl)cc(Cl)c3)o2)CC1,-14,1,8.3,-1.9,-7,-8,-0.7,-6,21
O=c1c2c(nc3cc(-c4ccc(F)cc4)[nH]n13)CCCC2,8,-7,1.5,-1.3,-8,-11,0.3,11,3
N#C/C(=C\c1ccccc1)C(=O)N(c1ccccn1)C1CCCCC1,-4,-13,0.6,-0.6,-7,-5,-1.6,23,23
CC(=O)OCCCN1C(=O)c2cccc3cc(Br)cc(c23)C1=O,-16,-15,.,-1.8,.,-1,0.2,.,.
Cc1ccc(NC(=O)N2CCCN(C(=O)OC(C)(C)C)CC2)cc1Cl,-20,2,1.6,1.9,14,-16,4.0,-5,-2
O=C1Nc2ccccc2N=C(c2ccc3c(c2)OCO3)C1N(C(=O)c1ccnc2ccccc12)c1ccccc1 (stereo unspecified),.,.,2.1,.,1,.,.,13,13
O=C(COc1ccc(Cl)cc1)NCc1nnc(SCC(=O)Nc2ccc3c(c2)OCCO3)o1,-26,-9,1.1,-1.2,7,-16,-0.4,-17,0
Cc1c(S(=O)(=O)Nc2ccc(Br)cc2)c(=O)n(C)c(=O)n1C,-7,0,7.2,-0.4,7,-1,0.4,-14,10
COc1cccc(C2(O)CC(C(F)(F)F)=NN2C(=O)c2ccccn2)c1 (stereo unspecified),-20,-5,-0.2,-2.0,-16,-2,-1.0,4,17
O=C(c1ccco1)[C@@H]1[C@@H]2C(=O)N(c3ccc(Br)cc3)C(=O)[C@@H]2C2c3ccccc3C=CN21 (stereo partly specified),.,-9,1.4,.,-10,.,.,0,19
O=C(CN(C(=O)Cn1nnc(-c2ccc(F)cc2)n1)c1ccc(F)c(Cl)c1)NCC1CCCO1 (stereo unspecified),-14,3,1.5,2.9,-7,-4,2.0,-7,13
Cc1ccsc1C1CC(=O)Nc2ccccc2S1 (stereo unspecified),-15,0,3.8,-1.0,-10,0,1.5,-13,16
CCSC1=NN2CCS(=O)(=O)N=C2S1,5,4,0.6,-0.7,-16,-14,1.0,5,8
Cn1cnnc1SCC(=O)NC1CCCN(Cc2ccccc2F)C1 (stereo unspecified),-12,-8,1.3,0.6,-2,1,1.4,-13,18
CN=C(Nc1ccc2c(c1)OCO2)SC1CC(=O)N(c2ccccc2)C1=O (stereo unspecified),-8,-6,1.8,4.1,7,-4,3.8,14,14
COc1ccc(N(CC(=O)Nc2ccccc2C(=O)N2CCCC2)S(=O)(=O)c2ccccc2)cc1,-23,-6,3.9,0.5,5,-6,0.4,22,-1
COc1ccc(-c2csc(/C(C#N)=C/Nc3ccc4c(c3)OCCO4)n2)cc1,0,-2,1.4,1.1,-10,-2,0.0,-12,27

Assay outcomes deposited in PubChem by The Scripps Research Institute Molecular Screening Center.
